MBD2 DNA inh: blocks human MBD2 binding to methylated DNA; Q9UBB5; TR-FRET, MBD2 binding to methylated oligonucleotide; AID 686964; inhibition, % at 4.4 µM; actives 0.31% (n = 370,000); in the data active = inhibition above about 13%
PLC-beta3 inh: PLC-beta3 (human) inhibition, primary screen; Q01970; Purified PLC-beta3, fluorogenic substrate, fluorescence; inhibition, % at 12.2 µM; actives 0.18% (n = 370,000); AID 720704; in the data active = inhibition above about 11%;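 also: 0% = median of compound wells on plate and 100% = full blocker control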
UHRF1 MBD2 ctr: blocks human UHRF1 binding to methylated DNA; UHRF1 binding to methylated oligo, TR-FRET; Q96T88; actives 0.75% (n = 370,000); inhibition, % at 4.4 µM; AID 687016; in the data active = inhibition above about 21%;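 also: UHRF1 SRA domain binding a hemimethylated CpG hairpin DNA probe; 0% = median of test compound wells and 100% = reference inhibitor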
ASAP1 inh: inhibitors of human ASAP1 ArfGAP activity | actives 0.19% (n = 360,000) | inhibition, % at 16.5 µM | ASAP1-stimulated ARF1 GTP hydrolysis, GDP FP detection; in the data active = inhibition above about 25%;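 also: 0% = vehicle with enzyme and substrate and 100% = no enzyme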
DDE Tn7 FP inh: inhibitors of Tn7 peptide binding to human fibrin DD(E) | P02675 | FP displacement of FITC-Tn7 peptide from fibrin DD(E); 0% = median of compound wells per plate | inhibition, % at 8.3 µM | actives 0.13% (n = 370,000) | AID 720508;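 active = inhibition above the mean of compounds falling within the control limits plus 3 SD of them, cut at about 14% in these data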;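 also: 0% = plate median of compound wells and 100% = 10 µM Aha-Tn7 peptide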
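Also added: labelled Tn7 tracer, 0.1 µM; Assay system: human fibrin DD(E) protein; Amount: 2 µM fibrin DD(E); Schedule: 10 min compound pre-incubation, 3 h probe incubation at room temperature; Repeats: one replicate per compound; Read-out basis: percent inhibition; Measured by: fluorescence polarization of the labelled Tn7 tracer.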
KLK7 zymogen act: proKLK7 (human) activation, primary screen; P49862; actives 0.9% (n = 370,000); purified proKLK7, EDANS-DABCYL substrate fluorescence; 100% is mature enzyme control, 0% vehicle; activation, % at 7 µM;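 active = activation above the mean of all tested compounds plus 3 SD, computed per campaign excluding outliers beyond control limits, cut at about 13% in these data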
Target sequence (P49862 whole entry, looked up): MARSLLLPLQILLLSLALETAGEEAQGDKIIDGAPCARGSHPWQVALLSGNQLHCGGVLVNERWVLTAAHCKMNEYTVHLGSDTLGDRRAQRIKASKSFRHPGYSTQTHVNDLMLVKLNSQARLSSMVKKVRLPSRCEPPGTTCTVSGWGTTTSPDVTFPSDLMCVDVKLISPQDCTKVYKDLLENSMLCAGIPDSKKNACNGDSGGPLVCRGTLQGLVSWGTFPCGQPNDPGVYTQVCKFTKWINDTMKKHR
ARFGAP1 inh: inhibits rat ARF GTPase activating protein 1; Q62848; Arfgap1-stimulated ARF1 GTP hydrolysis, GDP FP detection; inhibition, % at 16.5 µM; actives 0.26% (n = 360,000);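 active = inhibition above a per-plate limit, mean inhibition of low control wells plus 3 SD, cut at about 25% in these data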;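 also: 0% = DMSO wells with enzyme and 100% = wells lacking Arfgap1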
Target sequence (Q62848 1-136 limits assumed): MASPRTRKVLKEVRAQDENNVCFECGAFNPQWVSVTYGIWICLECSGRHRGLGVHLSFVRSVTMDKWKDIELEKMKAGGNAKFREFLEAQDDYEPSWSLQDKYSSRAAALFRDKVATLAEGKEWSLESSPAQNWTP
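Assay system: purified rat His6-Arfgap1 residues 1-136 (GAP domain); Reagent: human Δ17 ARF1 bound to GTP; Dosing: 16.5 µM single point, 1.26% DMSO; Times: GTP hydrolysis reaction 2 h at 25 °C; Signal: FP, GDP Alexa 633 tracer displaced from anti-GDP antibody, 620/688 nm; Measure: % inhibition from polarization.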
DDE Tn6 FP inh: inhibitors of Tn6 peptide binding to human fibrin DD(E) | Fibrin DD(E) TRITC-Tn6 fluorescence polarization displacement | P02675 | AID 720509 | actives 0.21% (n = 370,000) | inhibition, % at 8.3 µM;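 active = inhibition above a per-campaign cutoff: mean of compounds within control limits plus 3 SD, cut at about 15% in these data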;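 also: 0% = median of all compound wells on the plate and 100% = blocking peptide control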
ADAM17 inh: inhibitors of human ADAM17; P78536; recombinant ADAM17, EDANS/DABCYL FRET peptide cleavage; inhibition, % at 6.95 µM; actives 0.83% (n = 370,000); AID 720648;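 active = inhibition above the mean of compounds lying between control limits plus 3 SD, set per campaign, cut at about 8.5% in these data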;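 also: 0% = DMSO-only wells as the low control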
Target sequence (P78536 215-824 limits assumed): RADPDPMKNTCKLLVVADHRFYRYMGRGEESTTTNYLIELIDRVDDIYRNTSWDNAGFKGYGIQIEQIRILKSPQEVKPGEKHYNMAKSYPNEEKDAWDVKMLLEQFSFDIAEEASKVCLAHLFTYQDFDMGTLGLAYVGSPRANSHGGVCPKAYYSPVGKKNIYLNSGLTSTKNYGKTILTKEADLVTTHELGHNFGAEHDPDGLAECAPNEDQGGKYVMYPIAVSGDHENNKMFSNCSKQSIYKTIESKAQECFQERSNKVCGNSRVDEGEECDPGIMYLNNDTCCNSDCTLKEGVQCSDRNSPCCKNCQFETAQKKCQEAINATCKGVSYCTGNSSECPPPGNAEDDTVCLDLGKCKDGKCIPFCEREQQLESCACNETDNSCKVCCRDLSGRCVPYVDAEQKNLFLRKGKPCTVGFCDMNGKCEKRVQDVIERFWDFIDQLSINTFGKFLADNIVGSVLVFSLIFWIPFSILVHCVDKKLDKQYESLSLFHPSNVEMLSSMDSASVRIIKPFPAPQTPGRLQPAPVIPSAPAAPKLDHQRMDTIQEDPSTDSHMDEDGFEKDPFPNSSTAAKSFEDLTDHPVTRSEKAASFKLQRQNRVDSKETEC
PLCg1 inh: PLC-gamma1 (human) inhibition, primary screen; purified PLC-gamma1, fluorogenic substrate, fluorescence; inhibition, % at 12.2 µM; actives 0.84% (n = 370,000); in the data active = inhibition above about 9.5%
* = called active by the depositor; nt = no result given. An unsorted share of the library; about 4.1% have a hit in one of these screens.

MBD2 DNA inh	PLC-beta3 inh	UHRF1 MBD2 ctr	ASAP1 inh	DDE Tn7 FP inh	KLK7 zymogen act	ARFGAP1 inh	DDE Tn6 FP inh	ADAM17 inh	PLCg1 inh	Compound
1	-343	0	-2	-2	-25	-10	3	-22	-266	Oc1cc2ccccc2cc1-c1n[nH]c(=S)n1Cc1ccco1
0	-3	0	1	-2	-0.1	3	2	-1	0	COc1ccc(C2C(C(=O)Nc3cccnc3)=C(C)Nc3nc(-c4cccs4)nn32)cc1OC (configuration not stated)
8	-6	4	-4	2	-0.5	-1	1	-9	-3	COc1ccc(CCNc2nc3ccc(C)cc3n3cnnc23)cc1OC
-1	-1	-1	-7	2	0.5	3	8	0	2	C=CCN1C(=O)c2n[nH]c(C(C)C)c2C1c1ccccc1 (configuration not stated)
-6	-2	3	-13	-7	-0.1	-2	8	-2	-1	COc1cc2c(cc1OC)CN(C(=O)c1cccc(S(=O)(=O)N(C)C)c1)CC2
1	-20	-4	6	-4	0.3	1	0	-2	-16	Cn1nnc2c[n+](CC(=O)c3ccc(Cl)cc3)cc(Br)c21
-1	4	-1	3	-2	0.8	15	0	-1	4	COC(=O)CN1C(=O)CC(C)(C)Sc2ccccc21
-3	-1	-3	-2	0	0.1	-6	-3	0	-2	CS(=O)(=O)NCc1nnc(SCc2ccccc2C(F)(F)F)o1
-3	-7	-1	12	5	0.8	3	6	1	-3	COc1cccc(CN(C)C(=O)CCC(=O)c2cc(Br)ccc2OC)c1
4	-84	0	-6	4	2.7	-7	0	-166	-58	CN(Cc1ccccc1)C(=O)COC(=O)c1ccc(Cl)cc1N
2	-4	-1	-2	5	0.7	-8	-4	-3	-1	O=C(O)CSc1nnc(COc2ccccc2)n1-c1ccccc1
-1	-390	-2	21	1	5.8	11	-2	-133	-255	NS(=O)(=O)c1cccc(NC(=O)c2cc(-c3cccs3)nc3ccccc23)c1
-2	9	-2	1	-4	0.5	-10	2	2	3	O=C1CCN(Cc2ccc(Br)cc2)CCN1[C@H](CO)Cc1ccccc1
0	2	0	1	0	0.1	-6	-4	-1	1	Cc1ccc(NC(=O)c2ccc(NS(=O)(=O)c3c(C)noc3C)cc2)cc1C
2	-7	5	-9	-4	0.2	13	5	-1	5	CN1C(=O)c2ccc(Oc3ccccc3)cc2C1=O
4	-4	-5	4	-4	0.0	17	-2	-5	-2	Nc1nc(SCC(=O)N2CCc3ccccc3C2)[nH]c(=O)c1-c1ccccc1
-5	2	-1	-10	-1	-0.4	-9	-5	2	3	Cc1ccccc1OCCCN1C(=O)C(=O)c2cccc(C)c21
1	-52	1	-6	-6	-1.5	-6	-11	-10	-34	COc1ccc(OC)c(-c2cc(C(=O)N3CCc4ccccc4C3)no2)c1
6	4	3	-6	3	-0.3	-6	1	-2	6	O=C(c1ccc(-c2ccccc2)cc1)C1CCCN(C(=O)c2cncs2)C1 (configuration not stated)
2	-21	4	5	-5	-0.7	-6	1	-9	-11	FC(F)(F)c1ccccc1Cc1c(-c2ccccc2)nc2ccc(Cl)cn12
0	2	-1	0	-8	-0.1	2	-13	-1	2	CCOC(=O)c1cnn(-c2ccc(F)cc2)c1N
1	-82	1	3	-1	-0.3	0	-3	0	-51	O=C(O)c1ccc(N=Nc2c(O)[nH]c3cc(Cl)ccc23)cc1
-1	-10	1	1	5	-0.1	1	-3	-6	0	NNC(=O)Cn1nc(Cc2ccccc2)n(N)c1=O
0	-5	3	9	-5	0.5	4	8	-1	-1	CCOc1ccc(NC(=O)CN(C)C(=O)c2ccccc2OCc2cccc(C)c2)cc1OCC
1	2	2	-4	5	0.2	-5	5	-3	-2	CCN(CC)CCNC(=S)Nc1ccc(F)cc1
-2	-5	-1	13	1	0.0	4	-2	-3	3	CCc1ccc(/C=N/n2c(COc3ccccc3)n[nH]c2=S)cc1
0	-3	0	-2	-8	0.2	-5	-9	-4	0	Cc1nc(SCC(=O)NCc2ccco2)c2c(C)c(C)sc2n1
3	-7	-2	15	4	-0.4	-8	2	-2	1	Cc1ccc(NC(=O)c2ccc(OCc3c(C)noc3C)cc2)cc1
0	-9	0	-7	5	-0.3	-8	1	-4	2	O=C(Cn1nc(C(=O)O)c2ccccc2c1=O)Nc1nc(-c2ccccc2)cs1
1	-9	-6	3	2	0.2	3	-7	0	0	COc1ccc(C(=O)COC(=O)C(CCSC)NC(=O)COc2ccccc2)cc1 (configuration not stated)
-4	1	0	-20	-2	-0.4	-4	-2	-5	6	CCOC(=O)N1CCN(C(=O)c2ccccc2Oc2ccccc2)CC1
4	-6	6	2	9	-0.4	6	6	-1	1	CCn1c2ccccc2c2cc(CN3CCN(C(=O)c4ccco4)CC3)ccc21
4	-8	0	8	-4	-0.2	16	-4	-8	2	Cc1cc(=O)oc2cc(OCC(=O)N3CCN(C(=O)C4COc5ccccc5O4)CC3)c(Cl)cc12 (configuration not stated)
-1	2	13	0	2	0.8	18	2	0	0	CC1(C)CC(NC(=S)NCc2ccco2)CC(C)(C)N1
-4	-4	-3	-23	-3	0.1	6	2	0	-2	O=C(CSc1ccc(-c2ccco2)nn1)NCc1ccc(Cl)cc1
1	3	1	2	0	0.6	4	-4	0	-1	CCCCc1ccc(NC(=O)CSc2nc(=O)n(CCN(C)C)c3c2CCC3)cc1
-4	-1	2	8	-6	-0.5	3	2	3	3	CC1(C)CC(=O)c2c(Cc3ccccc3)noc2C1
1	-6	-2	5	-3	0.0	5	1	-2	1	CC1=NNC(=O)C1C(c1cccc(O)c1)C(C#N)C#N (configuration not stated)
-3	-1	1	3	-4	0.2	2	3	-4	2	O=C(O)c1ccc2c(c1)C(=O)N(c1ccc(C(=O)OCC(=O)c3ccccc3)cc1)C2=O
0	4	4	2	0	0.1	0	3	1	4	CCOC(=O)C1=NNC(C(=O)O)C1c1ccccc1 (configuration not stated)
3	-39	0	-5	2	-3.4	-1	-3	-20	-28	CCCN(CC1CC1)C(=O)CSc1nnc(-c2cc(-c3cccs3)nc3ccccc23)o1
4	-2	7	5	-2	0.8	7	-6	-6	2	COc1cc(NC(=O)C2CC2)c(OC)cc1NC(=O)CCC(=O)NC1CCN(Cc2ccccc2)CC1
-3	-1	6	-18	3	0.5	-3	3	-1	-1	CC(C)=C(NC(=O)c1ccccc1)C(=O)NCCCC(=O)O
-1	-2	1	-4	6	-0.1	-4	-6	-3	0	Cc1ccc(-c2nc3n(n2)Cc2ccccc2-3)cc1
2	-1	0	-3	4	0.5	-7	4	-2	-1	CC(C)CC(=O)N1CCN(Cc2ccccc2Cl)CC1
3	-30	18	10	8	0.7	24	4	-4	-18	O=C(Nc1ccc2oc(-c3ccncc3)nc2c1)c1ccc2c(c1)OCCO2
4	-1	-3	5	-3	1.1	2	-4	-5	0	COc1ccc(Nc2nc(N)nc(CSCCO)n2)cc1
0	-7	2	15	-5	-0.9	-2	5	-3	-1	COC(=O)CCn1nc(-c2ccc(C)cc2)c2ccccc2c1=O
-6	-16	2	-1	2	-0.1	-9	-7	-7	-2	COc1ccc(N2CCN(C(=O)COCc3cc(-c4ccc5c(c4)OCO5)on3)CC2)cc1
0	-4	7	10	-1	0.6	6	-2	7	0	OC(c1ccc(F)cc1)c1nc(-c2cccc(C(F)(F)F)c2)cs1 (configuration not stated)

(more compounds)
MBD2 DNA inh	PLC-beta3 inh	UHRF1 MBD2 ctr	ASAP1 inh	DDE Tn7 FP inh	KLK7 zymogen act	ARFGAP1 inh	DDE Tn6 FP inh	ADAM17 inh	PLCg1 inh	Compound
-7	3	0	1	1	-0.3	-8	0	1	7	Nc1ccccc1OCCOCCOCCOc1ccccc1N
-5	2	-3	-15	-1	-0.3	-5	12	0	-1	CN1CCC(=NNC(=O)C(=O)Nc2cccc(Br)c2)CC1
1	-2	1	-4	-2	-0.4	2	7	-3	-1	CNS(=O)(=O)c1cccc(C(=O)Nc2cccc(Cl)c2)c1
2	-6	-1	-3	7	0.4	-1	-2	-3	1	CCc1ccc(OCC2Cn3c(nc4c3c(=O)[nH]c(=O)n4C)O2)cc1 (configuration not stated)
2	2	1	11	4	-0.4	-12	-2	-2	-1	Cc1csc(N(C)C(=O)CSc2nnc(COc3ccccc3C)o2)n1
2	1	2	-4	2	0.4	3	1	0	0	Cc1cc(C)cc(C(=O)N(c2ccccn2)C(C)c2ccco2)c1 (configuration not stated)
2	-11	0	-4	0	0.8	18	4	-2	0	O=C(NCCc1ccccc1)C(=O)NCC1OCCCN1S(=O)(=O)c1cccs1 (configuration not stated)
-1	6	2	6	-7	-0.2	8	-1	11*	-21	CCCCOP(=O)(OCCCC)C(O)c1ccc(Br)cc1 (configuration not stated)
4	-8	3	-6	0	0.2	8	-2	-2	-14	CCOc1cc(C(=S)N2CCOCC2)ccc1OC(=O)c1ccc(C)cc1
4	-5	2	-9	9	-0.4	4	6	-6	-3	CCOc1ccc(NS(=O)(=O)c2ccc(C)c(C(N)=O)c2)cc1

Quoted from above, 6 compounds:
MBD2 DNA inh	PLC-beta3 inh	UHRF1 MBD2 ctr	ASAP1 inh	DDE Tn7 FP inh	KLK7 zymogen act	ARFGAP1 inh	DDE Tn6 FP inh	ADAM17 inh	PLCg1 inh	Compound
-7	3	0	1	1	-0.3	-8	0	1	7	Nc1ccccc1OCCOCCOCCOc1ccccc1N
-5	2	-3	-15	-1	-0.3	-5	12	0	-1	CN1CCC(=NNC(=O)C(=O)Nc2cccc(Br)c2)CC1
1	-2	1	-4	-2	-0.4	2	7	-3	-1	CNS(=O)(=O)c1cccc(C(=O)Nc2cccc(Cl)c2)c1
2	-6	-1	-3	7	0.4	-1	-2	-3	1	CCc1ccc(OCC2Cn3c(nc4c3c(=O)[nH]c(=O)n4C)O2)cc1 (configuration not stated)
2	2	1	11	4	-0.4	-12	-2	-2	-1	Cc1csc(N(C)C(=O)CSc2nnc(COc3ccccc3C)o2)n1
2	1	2	-4	2	0.4	3	1	0	0	Cc1cc(C)cc(C(=O)N(c2ccccn2)C(C)c2ccco2)c1 (configuration not stated)

(list continues)
MBD2 DNA inh	PLC-beta3 inh	UHRF1 MBD2 ctr	ASAP1 inh	DDE Tn7 FP inh	KLK7 zymogen act	ARFGAP1 inh	DDE Tn6 FP inh	ADAM17 inh	PLCg1 inh	Compound
1	-3	3	-1	-2	0.6	0	4	-3	0	CC(C)c1ccc(NC2CCCN(C(=O)CCN3CCCC3=O)C2)cc1 (configuration not stated)
-2	1	-4	5	-8	0.0	-1	-5	4	0	COC1=C(OC)C(=O)C(Sc2ccc3ccccc3c2)=CC1=O
3	1	-2	nt	0	nt	nt	3	-3	1	CC(=O)c1cccc(NC(=O)c2cnn3c(C)cc(C)nc23)c1
0	-110	-1	15	-4	1.0	2	0	-2	-79	COc1ccc(C2C(C#N)=C(N)Oc3cc(O)ccc32)cc1C (configuration not stated)
-2	0	2	15	4	-0.5	2	-6	0	9.6*	COc1ccc(OCc2nnc(SCC(=O)N3c4ccccc4Sc4ccc(Cl)cc43)o2)cc1
-1	-29	3	-18	2	1.8	3	-9	-18	-16	O=C(O)c1ccccc1NCc1cccnc1
-7	-1	-1	8	5	-0.4	-11	-2	-4	0	Cc1c(Cc2ccccc2)[n+](=O)c2ccccc2n1[O-]
-5	-2	0	3	3	0.2	-11	-6	-4	2	CCOC(=O)Cc1csc(NC(=O)Nc2ccc(C)cc2)n1

Compound activity: PubChem BioAssay, The Scripps Research Institute Molecular Screening Center
